# N370S GC: qHTS Assay for Inhibitors and Activators of N370S glucocerebrosidase as a Potential Chaperone Treatment of Gaucher Disease; Lysosomal acid glucosylceramidase (Homo sapiens), P04062; N370S GC spleen homogenate, 4MU-glucoside fluorescence; Potency, µM (series often up to 59.4 µM), for inactives: at the top dose activity change, negative = inhibition, hits mostly inhibitors; 0.092% of 330,000 active; AID 2101, 2009;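 note: 0% = full enzyme activity and -100% = no enzyme basal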
# FEN1 inh: qHTS Assay for the Inhibitors of Human Flap endonuclease 1 (FEN1); Potency, µM (top dose mostly 114 µM), for inactives: at the top dose activity change, negative = inhibition, hits mostly inhibitors; 0.35% of 390,000 active; P39748; Recombinant FEN1 flap cleavage, fluorescence, 15 min; note: nearly all actives have a fitted effect of over 65% in size
#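 Quantitative HTS format: each compound was titrated, incubated with 10 nM nuclease for 15 min at room temperature, then challenged with flap substrate at 50 nM final. Signal change over 15 min gave concentration–effect curves.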
# KAT2A inh: qHTS Assay for Inhibitors of GCN5L2; GCN5L2 HAT assay, ThioGlo1 CoA-SH fluorescence; Histone acetyltransferase KAT2A (Homo sapiens), Q92830; Potency, µM (top dose mostly 58.9 µM), for inactives: at the top dose activity change, negative = inhibition, usual class: inhibitors; 0.21% of 390,000 active
# Target sequence (Q92830 whole entry, looked up): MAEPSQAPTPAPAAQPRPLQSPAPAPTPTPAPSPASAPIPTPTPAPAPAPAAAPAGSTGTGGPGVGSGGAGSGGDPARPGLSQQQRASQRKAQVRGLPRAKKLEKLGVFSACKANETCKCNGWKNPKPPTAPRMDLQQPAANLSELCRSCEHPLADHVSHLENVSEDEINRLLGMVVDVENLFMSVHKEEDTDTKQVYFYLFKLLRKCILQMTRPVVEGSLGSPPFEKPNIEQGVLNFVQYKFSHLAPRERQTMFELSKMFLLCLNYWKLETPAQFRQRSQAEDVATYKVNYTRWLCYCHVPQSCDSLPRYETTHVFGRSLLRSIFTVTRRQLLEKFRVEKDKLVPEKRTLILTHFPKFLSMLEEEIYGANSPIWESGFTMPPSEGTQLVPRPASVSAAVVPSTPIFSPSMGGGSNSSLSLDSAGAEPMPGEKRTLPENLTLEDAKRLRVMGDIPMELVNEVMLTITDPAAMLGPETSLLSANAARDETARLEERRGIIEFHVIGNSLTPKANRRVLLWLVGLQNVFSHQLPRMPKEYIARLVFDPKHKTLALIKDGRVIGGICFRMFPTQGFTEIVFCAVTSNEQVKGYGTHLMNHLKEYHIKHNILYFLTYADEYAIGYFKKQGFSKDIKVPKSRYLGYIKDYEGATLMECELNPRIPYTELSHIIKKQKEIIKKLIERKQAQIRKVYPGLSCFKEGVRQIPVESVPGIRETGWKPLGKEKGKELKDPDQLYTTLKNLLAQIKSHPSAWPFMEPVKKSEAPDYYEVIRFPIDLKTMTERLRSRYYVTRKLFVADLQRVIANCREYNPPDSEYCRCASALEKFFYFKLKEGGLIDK
#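 Free CoA generated was detected with ThioGlo1 (50uM) fluorescence at Ex340nm/Em540nm, read immediately and after 20 min at room temperature. Enzyme, 20 nM in HEPES pH 7.5 buffer, saw compounds 15 min before adding 75uM H3(1-25) peptide and 70uM acetyl-CoA.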
# Numbers without * were called inactive; ? = inconclusive; . = no result given. Calls come from the whole dose curve; as a rule, active = well fitted curve in the direction sought with a large enough effect; inconclusive = small, poorly fitted or top-dose-only effect, or another doubt; inactive = no such curve, though single readings can be large; an effect the other way counts as inactive or inconclusive. Unless noted, % is set by controls: 0 for no effect and ±100 for the full control effect; potency is the fitted concentration of half-maximal effect.
N370S GC	FEN1 inh	KAT2A inh	SMILES
.	-2%	3%	CC[C@]1(C(=O)OC)[C@H]2C(=O)N(Cc3ccccc3)C(=O)[C@H]2[C@H]2CN(C)C(=NC)N21
-15%	6%	0%	CC1(C(=O)Nc2ccc3ccccc3c2)CC1(Br)Br (stereo not drawn)
-7%	3%	-3%	Cc1cc(Cl)c(OCCCN2CCCCC2)c(Br)c1
-1%	2%	20%	Cc1ccc(NC(=O)c2ccccc2-c2ccccc2C(=O)O)cc1C
2%	16%	-1%	Cc1[nH]nc(NNC(=O)c2ccccc2)c1[N+](=O)[O-]
2%	-6%	-9%	O=C(NC(=S)Nc1ccc(N2CCOCC2)cc1)c1ccccc1
-2%	-4%	1%	CC(NC(=O)C(=O)N1CCCCC1)C(c1cccs1)N1CCN(c2ccccc2)CC1 (stereo not drawn)
2%	-2%	3%	COc1ccc(CCNC(=O)CC2SC(N)=NC2=O)cc1OC (stereo not drawn)
-3%	-5%	?	NC(=O)C1(C(N)=O)OC1c1ccc(Cl)c(Cl)c1 (stereo not drawn)
19%	4%	0%	O=C(CCc1nc2ccccc2s1)OCC(=O)c1ccc[nH]1
-1%	20%	-9%	CCOC(=O)NN=C1CCC(c2ccccc2)CC1 (stereo not drawn)
2%	-7%	-3%	O=C(O)CN1CCN(Cc2ccc(Cl)cc2)C1=O
22%	-2%	-9%	N#Cc1c(NC(=O)CSc2n[nH]c(Cc3ccccc3)n2)oc(-c2ccccc2)c1-c1ccccc1
8%	4%	-4%	CN(Cc1ccccc1)C(=O)c1cn(C)c2ccc(S(=O)(=O)N3CCCC3)cc2c1=O
-17%	17%	-2%	Cc1cccc(C)c1NC(=O)C1(NC(=O)c2cnccn2)CCCCC1
7%	-2%	-6%	Cc1ccccc1-c1nc(S(=O)(=O)c2ccc(Br)cc2)c(NCc2cccnc2)o1
-6%	18%	-3%	COc1ccc(C2=NOC(C(=O)Nc3cc(C)nn3-c3ccccc3)C2)cc1OC (stereo not drawn)
-23%	-1%	-4%	O=C(N=c1ccn(-c2nc3ccccc3nc2NS(=O)(=O)c2ccc(Cl)cc2)cc1)c1cccs1
-2%	3%	-3%	Cc1cccnc1NC(=O)CCNC(=O)c1ccc(Br)cc1
-9%	-13%	18%	Cc1ccc(C)c(/C(O)=C2\C(=O)C(=O)N(CCCn3ccnc3)C2c2ccncc2)c1 (stereo not drawn)
2%	8%	-1%	CCOC(=O)CCCNC(=O)CCNC(=O)c1ccc(OCCC(C)C)cc1
.	1%	-4%	COC(=O)c1ccccc1NC(=O)CSc1nc2ccccc2nc1Cc1ccc(F)cc1
-2%	-12%	1%	Cc1ccc(N(CC(=O)N2CCn3c2nc2ccccc23)S(=O)(=O)c2c(C)n[nH]c2C)cc1
11%	5%	-8%	O=C(Nc1ccc2nc3n(c(=O)c2c1)CCCC3)c1cccc([N+](=O)[O-])c1
8%	-5%	-11%	COc1cc(C(=O)OCC(=O)Nc2c(F)cccc2F)cc(OC)c1C
.	17%	-23%	Cc1c(CC(=O)NCc2ccccc2Cl)c(=O)oc2cc(O)ccc12
2%	-14%	3%	NC(=O)[C@@H]1CCCN1Cc1nc(-c2ccccc2)no1
1%	6%	-5%	CCOC(=O)CSc1nnc(Cc2ccccc2)n1-c1cccc(Cl)c1
13%	-11%	-7%	CC(C)N(Cc1nccn1C)C(=O)c1cc(COc2ccc3ncccc3c2)on1
.	3%	-11%	COc1cc(S(=O)(=O)N2CCN(C(=O)C3CC3)CC2)ccc1NC(C)=O
.	-5%	-11%	O=C(Nc1ccccc1)c1cn(-c2ccccc2)nc1-c1ccccc1
7%	8%	-3%	CN(C)S(=O)(=O)c1ccc(NC(=O)c2cc(-c3cccs3)nc3ccccc23)cc1
-12%	-10%	?	Clc1cccc(Cl)c1CSc1nnc(-c2sccc2-n2cccc2)o1
.	4%	-3%	CCC(CC)C(=O)Nc1ccc(OCc2cc(=O)n3c4c(sc3n2)CCCC4)cc1
3%	-5%	-6%	Cc1ccc(-c2nc3s/c(=C\c4ccco4)c(=O)n3n2)cc1
-2%	-4%	-1%	CCOc1ccc(C(C)(C)C)cc1S(=O)(=O)n1nc(C)cc1C
0%	8%	-8%	O=C(NCc1cccs1)c1ccccc1F
5%	-4%	0%	CCOC(=O)CNc1ccc(C(=O)OCC)cc1[N+](=O)[O-]
-12%	2%	-2%	CCc1ccccc1NC(=O)CSc1n[nH]c(-c2cccnc2)n1
?	.	?	COc1ccc2[nH]cc(CCNc3ccnc(-c4ccc5c(c4)OCO5)n3)c2c1
-5%	-5%	1%	O=S(=O)(c1ccc(SCc2ccc(Br)cc2)nc1)N1CCCCC1
1%	-7%	-6%	Clc1ccc(CN2CCSCC2)c(Cl)c1
.	-17%	-3%	CN(Cc1ccccc1N1CCCC1)C(=O)c1cc2cc(Cl)ccc2o1
3%	5%	-25%	CCOc1ccc(NC(=S)N(CCOC)C(C)c2ccco2)cc1 (stereo not drawn)
-1%	14%	-7%	CCN(CC)S(=O)(=O)c1cc(NC(=O)c2cc([N+](=O)[O-])ccc2N2CCOCC2)ccc1C
-6%	-10%	-7%	CCCCn1nc(C(=O)Nc2nc3c(s2)CCCC3)c2ccccc2c1=O
-12%	-9%	-1%	O=C(NCc1cccnc1)c1ccc(Cl)c(S(=O)(=O)N2CCCCCC2)c1
3%	-1%	-18%	CC12CCC(C(=O)N(CSC(=S)N/N=C\c3ccccc3)C1=O)C2(C)C (stereo not drawn)
-7%	.	2%	CC(=O)N[C@H](CC(C)C)C(=O)O
?	11%	-2%	CCN(CC)CCN(C(=O)/C=C/c1cccs1)c1nc2ccc(F)cc2s1
1%	-14%	-1%	CN(Cc1cnn(C)c1)C(=O)C1CCC(=O)N(Cc2ccc(Cl)cc2)C1 (stereo not drawn)
-16%	-10%	-2%	CCOC(=O)CSc1cc(C(F)(F)F)nc(-c2ccccn2)n1
.	-16%	-6%	COc1ccc(Cn2c(C(=O)O)c(CNCc3ccco3)c3ccc(OC)cc32)cc1
-1%	-11%	2%	COCCn1c(SCC(=O)N2CC(=O)Nc3ccccc32)nc2ccccc21
-6%	.	-10%	O=c1c(-c2ccc(F)cc2)nc2cnc(Oc3cccc(Cl)c3)nc2n1C1CC1
.	-3%	-3%	COc1cc(OC)c(NC(=O)CCc2c(C)nc3cc(-c4ccccc4OC)nn3c2C)cc1Cl
-1%	-6%	1%	CCn1cc(C(=O)N2CCn3c(nc4ccccc43)C2)c(=O)c2ccc(C)nc21
-4%	-5%	-6%	COc1ccc(C2c3cc(OC)c(OC)cc3CCN2C2CC(=O)N(c3ccccc3)C2=O)cc1OC (stereo not drawn)
5%	11%	1%	CCOc1ccc(CCNc2ccc3nnc(-c4ccccc4)n3n2)cc1OCC
0%	2%	-20%	CC1CN(C(=O)CSc2ncnc3sccc23)CC(C)O1 (stereo not drawn)

# 2 entries drawn at random from the list so far:
N370S GC	FEN1 inh	KAT2A inh	SMILES
-2%	-4%	-1%	CCOc1ccc(C(C)(C)C)cc1S(=O)(=O)n1nc(C)cc1C
.	-17%	-3%	CN(Cc1ccccc1N1CCCC1)C(=O)c1cc2cc(Cl)ccc2o1

# The listing picks up, starting 6 compounds before the break.
N370S GC	FEN1 inh	KAT2A inh	SMILES
-6%	.	-10%	O=c1c(-c2ccc(F)cc2)nc2cnc(Oc3cccc(Cl)c3)nc2n1C1CC1
.	-3%	-3%	COc1cc(OC)c(NC(=O)CCc2c(C)nc3cc(-c4ccccc4OC)nn3c2C)cc1Cl
-1%	-6%	1%	CCn1cc(C(=O)N2CCn3c(nc4ccccc43)C2)c(=O)c2ccc(C)nc21
-4%	-5%	-6%	COc1ccc(C2c3cc(OC)c(OC)cc3CCN2C2CC(=O)N(c3ccccc3)C2=O)cc1OC (stereo not drawn)
5%	11%	1%	CCOc1ccc(CCNc2ccc3nnc(-c4ccccc4)n3n2)cc1OCC
0%	2%	-20%	CC1CN(C(=O)CSc2ncnc3sccc23)CC(C)O1 (stereo not drawn)
5%	5%	1%	CCC(=O)N1CN(S(=O)(=O)c2ccc(C)cc2)CC1C (stereo not drawn)
4%	3%	-4%	O=C(c1ccccc1)C1C(c2ccccc2)C1[N+](=O)[O-] (stereo not drawn)
-12%	-27%	-8%	Nc1cccn2c(-c3ccc(Cl)c(Cl)c3)cnc12
.	-5%	-2%	CCc1cccc(C)c1Nc1c(-c2ccc(N(C)C)cc2)nc2ncccn12
-2%	-13%	?	CCOC(=O)N1CCN(C(=O)c2nn(C)c3c2CSc2ccccc2-3)CC1
-17%	17%	1%	CCCCCOc1ccc(CSC2=NCCN2)cc1[N+](=O)[O-]
4%	-3%	-3%	CC(C)C12CN3CC(C(C)C)(CN(C1)C31C(=O)Nc3ccccc31)C2=O (stereo not drawn)
.	-8%	2%	COc1ccc(C(=O)CCC(=O)Nc2ccc(F)cc2F)cc1
6%	-1%	-4%	CC(C)OCCCn1c(SC(C)C(=O)NCC2CCCO2)nc2cc(Cl)ccc2c1=O (stereo not drawn)
-5%	-12%	-3%	Cc1ccc(C(=O)OCC(=O)Nc2ccccc2N2CCOCC2)cc1
-10%	-1%	-1%	COc1ccc(/C=C(\NC(=O)c2ccc(OC)cc2)C(=O)Nc2ccccc2C(=O)O)cc1
9%	1%	?	Cc1ccc(-c2nc3c(c(=O)[nH]c(=O)n3Cc3ccccc3)n2C)o1
-8%	-14%	-19%	COc1ccccc1N1CCN(C(=O)c2ccc(-c3ccccc3)cc2)CC1
-15%	5%	27%	CCOC(=O)CN1C(=O)C(=O)N(Cc2c(F)cccc2Cl)C1=O
-11%	.	-7%	CCCCNC(=S)N(C)/N=C/c1sc(N2CCCCC2)nc1-c1cccs1
7%	-18%	1%	COc1ccc(C2N=C(c3ccccc3)C(C)(C)N2O)cc1OC (stereo not drawn)
-3%	15%	-4%	Cc1cc(NC(=O)C2CCCN(S(=O)(=O)c3cnc[nH]3)C2)ccc1Br (stereo not drawn)
3%	.	-8%	CCc1cc2cc3c(cc2nc1SCC(=O)Nc1cc(OC)c(OC)cc1C(=O)O)OCO3
?	12%	-26%	O=C(NCCCN1CCOCC1)c1ccc2c(c1)N(Cc1c(F)cccc1Cl)C(=O)c1ccccc1S2
4%	-15%	2%	C/C(=N\Nc1ncc(Cl)cc1Cl)c1ccc2c(c1)OCO2
2%	-16%	0%	CC1CCc2nn(CC(=O)NC3CCCC(C)C3C)cc2C1 (stereo not drawn)
?	.	-10%	CC(=O)c1cc2c(cc1NC(=O)CCC1CCCC1)OCO2
-13%	1%	-4%	C=CCN(c1ccccc1C(=O)O)S(=O)(=O)c1ccc(NC(=O)OC)cc1
10%	?	-21%	C=CCNC(=S)N/N=C/c1cn(-c2ccccc2)nc1-c1ccc(OC)cc1
.	13%	-7%	Cc1ccc(C(=O)n2nc(-c3ccco3)nc2NCc2cccs2)cc1
.	-18%	-11%	COc1ccc([C@H]2CC(=O)C=C(/C=C/Cc3ccccc3)C2)cc1
-4%	-14%	-5%	COc1ccc(OC)c(-c2csc(NC(=O)Cc3ccccc3OC)n2)c1
1%	1%	-5%	O=C(Nc1cccc(Br)c1)/C(=C\c1cccnc1)NC(=O)c1ccco1
-1%	4%	-2%	CNC(=O)Nc1ccc2nc(C)oc2c1
10%	2%	26%	O=c1c2c(ncn2C2CCCC2)n(Cc2ccccc2)c(=O)n1CCOc1ccccc1

# Laid out differently: 2 of the compounds above
COc1ccc([C@H]2CC(=O)C=C(/C=C/Cc3ccccc3)C2)cc1
- N370S GC = .
- FEN1 inh = -18%
- KAT2A inh = -11%
COc1ccc(OC)c(-c2csc(NC(=O)Cc3ccccc3OC)n2)c1
- N370S GC = -4%
- FEN1 inh = -14%
- KAT2A inh = -5%

# (more compounds)
N370S GC	FEN1 inh	KAT2A inh	SMILES
-28%	17%	-4%	CC1CN(C(=O)c2ccc(Oc3ccccc3)cc2)CC(C)O1 (stereo not drawn)
-1%	-2%	-13%	O=C(N1CCOCC1)N1c2ccccc2CC(N2CCOCC2)c2ccccc21 (stereo not drawn)
-21%	-10%	12%	COc1cc(C(=O)Nn2cnnc2)ccc1OC(F)F
-3%	-1%	-2%	COc1ccc(-n2nc(C(=O)NCC(=O)NCCCN3CCC(C)CC3)c3ccccc3c2=O)cc1Cl
9%	2%	-9%	CC/C(=N\NC(=O)c1cccnc1)c1ccc2c(c1)OCCO2
-5%	-3%	-5%	O=C(COC(=O)c1cccc(S(=O)(=O)Nc2ccc(F)cc2)c1)NCCN1C(=O)CSC1=O
-21%	12%	-5%	O=C(CCc1nnc2n(Cc3ccc(Cl)cc3)c(=O)c3ccccc3n12)NCCN1CCCC1
1%	3%	-13%	Cc1ccc(S(=O)(=O)Nc2ccc(S(=O)(=O)Nc3cc(C)nc(C)n3)cc2)cc1
.	17%	-5%	CN1CCN(c2ccc(NC(=O)c3cc(S(N)(=O)=O)ccc3N3CCOCC3)cc2)CC1
-5%	-13%	-9%	Cc1cc(C)cc(N(CCC#N)C(=O)COC(=O)CNC(=O)c2sc3ccccc3c2Cl)c1
-12%	-9%	-5%	N#C/C(=C\c1ccc(N2CCOCC2)o1)C(=O)NC1CCCCC1

# Assay outcomes from PubChem.
